# GPR55 beta-arrestin = GPR55 agonists via beta-arrestin recruitment, primary screen, imaging, U2OS cells, beta-arrestin-GFP redistribution (AID 1961) | G-protein coupled receptor 55 (Homo sapiens) | U2OS GPR55 beta-arrestin-GFP redistribution imaging; higher % means a stronger effect | one-dose activation, % at 10 µM; EC50 in µM for titrated hits | hit rate 0.048% among 290,000;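 active = activation above 40% with more than 50 cells counted in the well; inconclusive = wells holding fewer than 50 cells, flagged as toxic or sparse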;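 note: U2OS osteosarcoma cells stably expressing GPR55 and beta-arrestin-GFP; plate controls were DMSO negative control for no effect and LPI positive control for full effect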
# NTR1 ag = agonists of NTR1, primary screen, imaging, U2OS cells, beta-arrestin-GFP, high content (AID 493036); NTR1-U2OS beta-arrestin-GFP spot imaging, agonist mode; hit rate 0.17% among 330,000; Neurotensin receptor type 1 (Homo sapiens), P30989; activation, % at 20 µM;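 active = activation at or above 40% of the spot to cytoplasm intensity ratio, with at least 20 cells analyzed; inconclusive = wells under 20 cells, flagged as cytotoxic or low count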;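 note: 0% = DMSO without peptide and 100% = 100 nM NTR1 peptide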
# Target sequence (P30989 whole entry, looked up): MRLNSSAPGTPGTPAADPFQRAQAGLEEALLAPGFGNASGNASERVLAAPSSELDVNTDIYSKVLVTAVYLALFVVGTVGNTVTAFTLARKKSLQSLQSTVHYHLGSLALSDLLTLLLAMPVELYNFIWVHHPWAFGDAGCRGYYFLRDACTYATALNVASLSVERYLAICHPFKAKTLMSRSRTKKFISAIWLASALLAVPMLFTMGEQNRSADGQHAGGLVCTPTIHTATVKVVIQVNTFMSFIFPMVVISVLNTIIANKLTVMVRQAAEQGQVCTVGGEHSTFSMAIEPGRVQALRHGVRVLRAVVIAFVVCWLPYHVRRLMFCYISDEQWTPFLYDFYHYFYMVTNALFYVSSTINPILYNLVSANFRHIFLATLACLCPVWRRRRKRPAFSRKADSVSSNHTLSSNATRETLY
# NOD2 inhibition = NOD2 signaling inhibitors, cell-based, luminescence, uHTS, HEK293 (AID 1566); HEK293 NOD2/NF-kB luciferase reporter, luminescence; higher % means a stronger effect; inhibition, % at 4 µM; hits with a dose series show EC50 in µM; hit rate 0.63% among 290,000; note: many of its hits are not listed in these tables
# Myeloid diff 2 = induction of myeloid progenitor differentiation, primary screen, cell-based, flow cytometry, MLPCN library. ER-HoxA9 myeloid progenitors, lysozyme-GFP differentiation. calls only at 10 µM. hit rate 1% among 360,000;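 active = normalized GFP-positive differentiation at or above the plate's own cutoff, the solvent-only control mean plus 3 SD; inconclusive = no clear call, values can overlap the other calls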;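 note: cells exposed to compound for four days before flow analysis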
# T cell HTS = modulators of CD8 T cell-vesicle binding, primary screen, mouse 2C CD8+ T cells, flow cytometry; hit rate 0.068% among 330,000; 2C CD8+ T cell-vesicle binding; active compounds read low; calls only at 7 µM; AID 2052, 2009;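 active = response, share of CD8 T cells binding vesicles, and their 90th percentile fluorescence all below set limits, cut at about 80% in these data, passing the limit was not always enough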
#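 material = purified 2C TCR transgenic mouse naive CD8+ T cells | controls = Unloaded micro-vesicles (low), QL9 vesicles with 0.7% DMSO (high) | detection = cytometric PE anti-B7-1 and Alexa647 anti-CD8 signals after 1% paraformaldehyde fixation | incubation = binding step 1.5 h, 37 °C, antibody labelling 20 min, ice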
# KOR beta-arrestin-1 = KOR antagonists, beta-arrestin recruitment, cell-based, luminescence, uHTS (AID 1778); Kappa-type opioid receptor (Homo sapiens); KOR beta-arrestin recruitment, luminescence, antagonist mode; higher % means a stronger effect; hit rate 0.091% among 290,000; inhibition, % at 10 µM; hits with a dose series show IC50 in µM; note: strong numbers were not always called active
# KOR beta-arrestin-2 = KOR agonists, beta-arrestin recruitment, primary screen, cell-based, luminescence, uHTS (AID 1777). Kappa-type opioid receptor (Homo sapiens). KOR beta-arrestin recruitment, luminescence; higher % means a stronger effect. activation, % at 10 µM, or EC50 in µM where a hit was titrated. hit rate 0.02% among 280,000; in the data active = activation above about 50%, passing the limit was not always enough; note: a part of the inactive calls stands beside numbers as strong as those of hits
# GPR55 LPI antagonism = GPR55 antagonists blocking LPI-driven arrestin recruitment, primary screen, imaging, U2OS, beta-arrestin-GFP, LPI agonist (AID 2013) | hit rate 0.13% among 290,000 | G-protein coupled receptor 55 (Homo sapiens) | U2OS GPR55 beta-arrestin-GFP translocation imaging, LPI antagonism; higher % means a stronger effect | one-dose inhibition, % at 10 µM; IC50 in µM for titrated hits;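 active = spots per cell inhibited over 60%, with over 100 cells counted and total cytoplasm intensity under 500,000; inconclusive = wells with under 100 cells, flagged as likely toxic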;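 note: U2OS cells stably carrying GPR55 and arrestin-GFP stimulated by 5 µM LPI near EC80; imaged beta-arrestin-GFP aggregate spots per cell after agonist stimulation; plate controls were LPI-stimulated DMSO wells for no effect and DMSO wells without LPI for full effect; some results filed as inactive read as strong as hits; confirmed hits need IC50 under 10 µM and bright autofluorescent wells are also inconclusive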
# NOD1 inhibition = NOD1 signaling inhibitors, primary screen, cell-based, luminescence, uHTS (AID 1578); hit rate 1% among 290,000; NOD1-driven NF-kB luciferase reporter cells, luminescence; higher % means a stronger effect; inhibition, % at 4 µM; hits with a dose series show EC50 in µM; in the data active = inhibition mostly above about 36%, no sharp cut-off; inactive = mostly below about 34%;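 note: HEK-293T reporter cells stimulated with the NOD1 agonist gamma-tri-DAP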
# T cell HTS vesicle-bound % = further read-out of T cell HTS, marked with its call; double positive events, %; measured here: CD8+ vesicle-bound cell fraction;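 binding gate set so that unloaded-vesicle control wells show 10% double positive cells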
# NTR1 ag cell count 20 µM = recorded beside NTR1 ag, whose call it bears; cell count; measured here: cell count, cytotoxicity flag
# Myeloid diff 2 GFP+ MAC1+ % = second read-out of Myeloid diff 2, no call of its own (marks repeat the call); GFP+ MAC1+ double positive, %; measured here: differentiation confirmed by MAC1 staining
# Active calls of the source: *; i = inactive; ? = inconclusive; · = not tested or not shown; [ ] = another dose, or the depositor's remark. Cut-off read from the data, not from the text of the source, unless noted: active = inhibition above about 50%; inactive = the rest.
SMILES,GPR55 beta-arrestin,NTR1 ag,NTR1 ag cell count 20 µM,NOD2 inhibition,Myeloid diff 2,Myeloid diff 2 GFP+ MAC1+ %,T cell HTS,T cell HTS vesicle-bound %,KOR beta-arrestin-1,KOR beta-arrestin-2,GPR55 LPI antagonism,NOD1 inhibition
CC1CC(C)CN(C(=O)CCC(=O)Nc2nnc(C3CCCCC3)s2)C1 (stereo unspecified),-0.1%,5.3,80,21%,i,0.8,i,19,0%,4.1%,8%,-13%
CCN1CCc2c(sc3c2c(NCc2ccco2)nc2nnnn23)C1,-0.4%,-1.5,85,5%,i,1.1,i,26,1%,-2.6%,-7%,-16%
CCN(c1ccccc1)S(=O)(=O)c1ccc2c(c1)C(C)(C)C(=O)N2C,0.0%,-1.7,50,1%,i,2.1,i,16,-34%[20 µM],-0.3%,-1%,-15%
COCCOc1ccc(C(F)(F)F)cc1NC(=O)COC(=O)c1cc([N+](=O)[O-])ccc1N1CCOCC1,-0.1%,1.3,61,-3%,i,1.7,i,10,-6%,0.2%,10%,-11%
CCCCOCCCNC(=O)N[C@@H](CCSC)C(=O)OC,-0.3%,1.9,58,3%,i,1.6,i,54,-3%,6.6%,-38%,4%
COc1cccc(-c2cc(C(F)(F)F)nc(-n3ccc([N+](=O)[O-])n3)n2)c1,0.7%,1.9,61,20%,i,0.2,i,25,-23%,6.5%,-7%,12%
COc1ccc(CNc2nc3ccccc3n2Cc2ccccc2)cc1OC,-0.1%,-0.5,63,20%,i,0.9,i,35,-1%,0.0%,13%,21%
COc1cc(OC)cc(C(=O)NC(C)CNc2ccc(Cl)cc2[N+](=O)[O-])c1 (stereo unspecified),-0.3%,1.9,89,15%,i,0.8,i,38,-13%,-8.1%,14%,-1%
Cc1nc2ccccc2c(=O)n1NC(=O)c1ccc(Cl)c(Cl)c1,0.0%,1.2,77,25%,i,0.7,i,45,30%,-1.6%,8%,-10%
CCOC(=O)c1ccc(NC(=O)c2cccc(S(=O)(=O)N3CCN(C(C)=O)CC3)c2)cc1,0.4%,-0.6,39,17%,i,0.3,i,23,-24%,1.6%,10%,-16%
COC(=O)COc1ccc(S(=O)(=O)N2CCOCC2)cc1,-0.2%,2.2,51,-6%,i,0.1,i,35,-35%,2.8%,-6%,-46%
Cc1sc(NC(=O)c2cccs2)nc1-c1ccccc1,1.5%,9.5,81,-54%,i,0.5,i,11,-2%,-2.9%,19%,-46%
Cc1ccc(NC(=O)c2cc(C(C)(C)C)nn2Cc2ccccc2)cc1,0.6%,4.4,46,-28%,i,0.4,i,17,4%,24%,22%,-13%
O=C(NC12CC3CC(CC(C3)C1)C2)c1cncc(O)c1,0.2%,-1.8,63,-6%,i,2.4,i,60,27%,-3.1%,-2%,-21%
COc1cc(OC)cc(C(=O)NCC2CCCN(C(=O)c3csc(C)n3)C2)c1 (stereo unspecified),-0.1%,-0.3,70,-4%,i,1.6,i,72,-21%,0.2%,9%,-22%
c1ccc2nc(SCc3cn4ccccc4n3)cnc2c1,-0.7%,1.3,47,-2%,i,0.3,i,13,26%,-0.9%,7%,-8%
CCCN(CC(=O)Nc1ccc(F)c(F)c1F)Cc1cc(=O)n2ccsc2n1,0.0%,-1.1,73,0%,i,0.8,i,54,-36%,0.8%,-8%,-13%
Nc1nc(-c2ccccc2)c(C(=O)Nc2ccccc2)s1,-0.2%,-1.1,44,6%,i,1.1,i,48,-8%,2.0%,-9%,-29%
CCCOc1cccc(C(=O)Nc2cccc(NC(=O)c3ccco3)c2)c1,0.2%,-2.0,63,24%,i,0.8,i,62,13%,7.3%,12%,-2%
O=C(Nc1cccc(C(F)(F)F)c1)c1cccnn1,-0.1%,0.1,73,11%,i,0.2,i,54,-35%,-5.1%,-2%,-11%
CCN1CCN(c2nc(NCCO)c3ccccc3n2)CC1,0.4%,-0.6,57,15%,i,0.2,i,63,-18%,-0.5%,1%,16%
CCn1c(C(C#N)/C(=N\S(=O)(=O)c2cccs2)c2ccccc2)nc2ccccc21 (stereo unspecified),-0.2%,1.5,56,4%,i,7.9,i,23,23%,-2.2%,8%,-15%
O=C(NCCC1=CCCCC1)C1CC(=O)N(Cc2ccccc2)C1 (stereo unspecified),-0.1%,-1.6,58,9%,i,0.5,i,16,-22%,1.3%,4%,-24%
COc1ccc(NC(=S)NNc2ccc([N+](=O)[O-])cc2S(=O)(=O)Nc2ccc(C)cc2C)cc1,1.0%,2.2,81,1%,i,0.4,i,45,21%,-1.6%,3%,27%
O=C1CSC(c2cn(-c3ccccc3)nc2-c2ccc3c(c2)OCCO3)N1CCN1CCOCC1 (stereo unspecified),0.3%,3.4,42,23%,?,·,i,15,-24%,-5.0%,11%,19%
CN1CCc2c(sc3c2c(=O)n(-c2ccccc2)c2nnc(SCc4ccc(Cl)cc4)n32)C1,0.2%,1.5,38,22%,i,1.0,i,14,-27%,0.1%,-15%,11%
CCn1c(COc2ccc(Cl)cc2)nnc1SCC(=O)Nc1ccc2c(c1)OCO2,0.0%,3.3,59,-12%,i,0.7,i,50,-12%,-5.2%,-4%,5%
CN(CC(=O)Nc1cccc(F)c1)CC(=O)Nc1ccccc1[N+](=O)[O-],1.2%,0.9,76,10%,i,0.2,i,34,4%,-4.8%,10%,9%
COc1ccc([N+](=O)[O-])cc1NS(=O)(=O)c1cc(C(=O)O)ccc1OC,0.4%,-1.6,62,12%,i,0.8,i,15,-1%,1.1%,22%,2%
Cc1ccc(NC(=S)NC(=O)c2ccc(F)cc2)cc1S(=O)(=O)Nc1ccccc1Cl,0.1%,17,61,-6%,i,0.7,i,34,-58%,9.3%,24%,48%

# The last two records of the section before open the next one.
SMILES,GPR55 beta-arrestin,NTR1 ag,NTR1 ag cell count 20 µM,NOD2 inhibition,Myeloid diff 2,Myeloid diff 2 GFP+ MAC1+ %,T cell HTS,T cell HTS vesicle-bound %,KOR beta-arrestin-1,KOR beta-arrestin-2,GPR55 LPI antagonism,NOD1 inhibition
COc1ccc([N+](=O)[O-])cc1NS(=O)(=O)c1cc(C(=O)O)ccc1OC,0.4%,-1.6,62,12%,i,0.8,i,15,-1%,1.1%,22%,2%
Cc1ccc(NC(=S)NC(=O)c2ccc(F)cc2)cc1S(=O)(=O)Nc1ccccc1Cl,0.1%,17,61,-6%,i,0.7,i,34,-58%,9.3%,24%,48%
COc1cc2cc(CN(CCO)S(=O)(=O)c3ccccc3)c(=O)[nH]c2cc1OC,0.0%,-1.2,88,8%,i,0.8,i,57,-30%,-0.7%,-3%,2%
CCOc1ccc(NC(=O)CN2CCN(Cc3c(F)cccc3F)CC2)cc1,0.0%,2.9,78,3%,i,1.0,i,68,-26%,0.6%,6%,-9%
COc1ccc(CCNC(=O)C2CCCN(S(=O)(=O)c3cc(C)ccc3OC)C2)cc1OC (stereo unspecified),-0.1%,-0.1,61,-4%,i,5.2,i,41,-30%,0.3%,-23%,-15%
CN(c1ccccc1)S(=O)(=O)c1ccc(NC(=O)c2cccs2)cc1,0.7%,0.5,23,7%,i,0.0,i,43,8%,-2.2%,-4%,4%
c1ccc2c(c1)ccc1nnc(SCc3ccc4c(c3)OCCO4)n12,0.6%,-0.1,85,-14%,i,1.5,i,46,-31%,2.5%,-3%,-8%
COc1ccccc1NC(=O)C1=C(C)NC(=O)NC1c1cc(C)cs1 (stereo unspecified),-0.3%,2.7,75,6%,i,0.2,i,7,6%,-0.2%,2%,-36%
Cn1ncc(C#N)c1NC(=O)c1cc(-c2ccccc2Cl)on1,-0.1%,-2.0,49,-26%,i,0.3,i,24,-28%,1.0%,-6%,-2%
O=C(/C=C/c1ccc(Br)cc1)c1ccco1,-0.2%,24,98,1%,i,1.3,i,52,10%,8.1%,8%,-11%
O=C(Nc1ccc(S(=O)(=O)NCc2ccco2)cc1)c1ccc2ccccc2n1,-0.3%,12,92,25%,i,1.6,i,47,11%,-2.5%,-6%,34%
CCCCSc1cc(C)nc2ncnn12,0.3%,-2.1,44,13%,i,1.2,i,26,-8%,-3.5%,0%,-1%
CC1CCN(CCCn2c(=S)[nH]c3c(sc4ccc([N+](=O)[O-])cc43)c2=O)CC1,-0.3%,1.5,64,14%,i,0.0,i,27,-23%,-3.3%,4%,-10%
COc1cccc(OC)c1NC(=O)c1nc2c(nnn2Cc2ccccc2Cl)c(=O)[nH]1,0.0%,-0.7,52,-68%,i,0.1,i,49,-5%,3.0%,-2%,40%
Cc1ccc(O)c(C(=O)c2cnn(C(=O)COc3ccc(Cl)cc3)c2)c1,-0.1%,0.6,44,14%,i,0.2,i,51,-43%,0.1%,2%,18%
CC(=O)/C(=N/Nc1cccc(C)c1)N1CCOCC1,0.0%,-1.2,94,-56%,i,0.6,i,34,-14%,-2.4%,-6%,-41%
CSc1nncc(-c2ccccc2)n1,-0.1%,3.6,56,4%,i,0.3,i,45,-1%,-0.8%,8%,-26%
CC1CCC2(CC1)NC(=O)N(Cc1nc(-c3ccccc3)no1)C2=O (stereo unspecified),-0.2%,2.7,49,3%,i,0.5,i,24,-17%,20%,-3%,-12%
Cc1ccc(Oc2nc3ccccc3n3c(C)nnc23)cc1,-0.2%,3.9,92,4%,i,5.3,i,41,-23%,-9.4%,-15%,-12%

# Profiles, looked up by structure. Screens in order: GPR55 beta-arrestin, NTR1 ag, NTR1 ag cell count 20 µM, NOD2 inhibition, Myeloid diff 2, Myeloid diff 2 GFP+ MAC1+ %, T cell HTS, T cell HTS vesicle-bound %, KOR beta-arrestin-1, KOR beta-arrestin-2, GPR55 LPI antagonism, NOD1 inhibition
# Shown for `CSc1nncc(-c2ccccc2)n1` : -0.1%, 3.6, 56, 4%, i, 0.3, i, 45, -1%, -0.8%, 8%, -26%
# Shown for `CC1CCN(CCCn2c(=S)[nH]c3c(sc4ccc([N+](=O)[O-])cc43)c2=O)CC1` : -0.3%, 1.5, 64, 14%, i, 0.0, i, 27, -23%, -3.3%, 4%, -10%

# Assay outcomes from PubChem BioAssay.

# Not all compounds are listed, so the mix of outcomes need not match the whole.
